KLK5 inh – human KLK5 protease inhibitors, primary screen, biochemical, 1536-well; Kallikrein-5 (Homo sapiens), Q9Y337; recombinant hK5, fluorogenic AMC substrate cleavage; inhibition, % at 5 µM; actives 0.59% (n = 210,000);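 active = inhibition of 40% or more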;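 note: 0% = enzyme controls without compound and 100% = no-enzyme blanks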
Target sequence (Q9Y337 67-293 limits assumed): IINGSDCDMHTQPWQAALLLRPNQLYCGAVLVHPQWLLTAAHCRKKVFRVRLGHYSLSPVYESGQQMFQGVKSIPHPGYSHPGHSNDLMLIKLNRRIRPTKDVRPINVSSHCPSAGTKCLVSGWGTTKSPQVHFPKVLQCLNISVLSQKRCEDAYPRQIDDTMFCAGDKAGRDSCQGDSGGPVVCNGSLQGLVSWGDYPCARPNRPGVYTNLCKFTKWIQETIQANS
Wee1 stabilizer – Wee1 degradation inhibitors, primary screen, cell-based, HeLa, Wee1K328M-luciferase, luminescence; HeLa Luc-Wee1K328M stability; 100% = proteasome inhibitor MG132 effect; reporter increase, % at 5 µM; actives 1.2% (n = 220,000); AID 1321, 2008;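 active = activation above the mean of all tested compounds plus 3 SD, set per screening run, cut at about 8.8% in these data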;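 note: cells exposed to compound for 20 h before luminescence read; 0% = DMSO alone and 100% = MG132 at 30 µM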
eIF4E-4G inh – eIF4E–eIF4G protein interaction inhibitors, primary screen, biochemical, uHTS, TR-FRET, eIF4GI fragment; TR-FRET eIF4E-eIF4GI(517-606) binding, 2 h; inhibition, % at 21.7 µM; actives 0.37% (n = 220,000); Eukaryotic translation initiation factor 4E (Mus musculus) + Eukaryotic translation …;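 active = inhibition above about 30%, limit read from the data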;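 note: 0% = full FRET control wells and 100% = background wells lacking eIF4GI fragment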
FXIIa inh 1536 – human FXIIa protease inhibitors, primary screen, biochemical, 1536-well | purified FXIIa, Boc-QGR-AMC fluorogenic substrate, 2 h | inhibition, % at 5 µM | actives 0.3% (n = 220,000) | AID 800, 2007; in the data active = inhibition above about 40%;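 note: 0% = enzyme with no compound and 100% = blank without enzyme; many of its hits are not listed in these tables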
p97 inhibitor – inhibitors of human p97 ATPase, primary screen, biochemical | Transitional endoplasmic reticulum ATPase (Homo sapiens), P55072 | recombinant p97 ATPase, Kinase-Glo ATP luminescence, 3 h | inhibition, % at 8 µM | actives 0.42% (n = 220,000) | AID 1481, 2009; in the data active = inhibition above about 15%;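 note: 0% = DMSO vehicle and 100% = wells lacking enzyme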
Rad51 HR inh – human RAD51 strand exchange inhibitors, primary screen, biochemical, fluorescence; DNA repair protein RAD51 homolog 1 (Homo sapiens), Q06609; hRad51 DNA strand exchange, fluorescence dequenching; inhibition, % at 10 µM; actives 0.085% (n = 200,000); AID 1385, 2008;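 active = inhibition above 40% at the single screening dose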;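 note: 0% = DMSO control wells and 100% = blanks with heterologous ssDNA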
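System: human Rad51 nucleoprotein filaments preassembled on unlabelled ssDNA. Reagent: labelled 47-mer dsDNA for strand exchange. Schedule: 30-min compound preincubation and 15-min exchange, both room temperature. Measured by: FRET fluorescence dequenching, excitation 485 nm, emission 520 nm. Read-out: Fluorescence-based percent inhibition, control- and blank-normalised. Benchmarks: plate controls and plate blanks.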
FXIa inh – human FXIa protease inhibitors, primary screen, biochemical, 1536-well; AID 798, 2007; Coagulation factor XI (Homo sapiens), P03951; inhibition, % at 5 µM; purified FXIa, Boc-Glu-Ala-Arg-AMC fluorogenic substrate; actives 0.14% (n = 220,000);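 active = inhibition of at least 40%; inactive = inhibition below 40%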;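 note: fluorescence of freed AMC excited at 355 nm; 0% = enzyme without compound and 100% = no enzyme blank; many of its hits are not listed in these tables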
14-3-3 Bad inh – inhibitors of 14-3-3 zeta/Bad binding, primary screen, biochemical, TR-FRET, bovine 14-3-3 zeta; inhibition, % at 21.7 µM; AID 781, 2007; TR-FRET 14-3-3zeta/Dy647-pBad peptide displacement, 1 h; actives 0.71% (n = 220,000);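 active = inhibition above about 70%, limit read from the data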;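 note: 0% = full 14-3-3 plus peptide FRET controls and 100% = background without 14-3-3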
Target sequence (P63103 whole entry, looked up): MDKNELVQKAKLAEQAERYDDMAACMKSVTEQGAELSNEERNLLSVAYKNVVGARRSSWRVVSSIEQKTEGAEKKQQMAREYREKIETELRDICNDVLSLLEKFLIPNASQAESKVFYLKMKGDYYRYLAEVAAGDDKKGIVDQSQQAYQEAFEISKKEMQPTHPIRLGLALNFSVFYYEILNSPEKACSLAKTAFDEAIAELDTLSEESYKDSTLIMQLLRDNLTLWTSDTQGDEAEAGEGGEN
Mdm2 ligase inh – MDM2-luciferase reporter signal enhancers, primary screen, MDM2 E3 ligase inhibitor project, cell-based, luminescence, 1536-well; E3 ubiquitin-protein ligase Mdm2 (Homo sapiens), Q00987; cell-based MDM2 ubiquitination luciferase reporter, 2 h; 0 = plate control, 100 = twice control, blank-subtracted; signal enhancement, % at 5 µM; actives 0.11% (n = 210,000); AID 1230, 2008;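 active = signal enhancement of 30% or more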;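 note: luminescence tracks abundance of the self-degrading MDM2-luciferase fusion protein; higher signal means inhibition of MDM2 E3 ligase activity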
Target sequence (Q00987 whole entry, looked up, the tested form may be a part): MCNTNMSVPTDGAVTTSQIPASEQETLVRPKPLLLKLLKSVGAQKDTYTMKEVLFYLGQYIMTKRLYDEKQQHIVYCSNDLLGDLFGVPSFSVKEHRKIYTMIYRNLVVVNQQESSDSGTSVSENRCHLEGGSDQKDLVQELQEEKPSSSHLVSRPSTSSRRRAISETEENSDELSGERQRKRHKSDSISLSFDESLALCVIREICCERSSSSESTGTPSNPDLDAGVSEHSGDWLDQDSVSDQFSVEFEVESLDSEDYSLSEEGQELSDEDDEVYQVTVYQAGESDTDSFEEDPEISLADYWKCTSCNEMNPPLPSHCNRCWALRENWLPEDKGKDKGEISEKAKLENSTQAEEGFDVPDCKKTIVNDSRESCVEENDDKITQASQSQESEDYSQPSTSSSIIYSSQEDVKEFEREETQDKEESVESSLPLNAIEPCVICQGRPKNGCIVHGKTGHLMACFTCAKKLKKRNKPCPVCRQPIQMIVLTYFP
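system = mammalian cells stably expressing self-ubiquitinating, self-degrading MDM2 E3–luciferase fusion | quantity = 2000 cells per well seeded | incubation = 4 h cell settling then 2 h compound exposure, 37 °C | signal = SteadyLite luminescence, 15 min reagent step | benchmarks = plate control and blank wells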
Active calls of the source: *; . = not tested or not shown; [ ] = remark or other dose.

SMILES,KLK5 inh,Wee1 stabilizer,eIF4E-4G inh,FXIIa inh 1536,p97 inhibitor,Rad51 HR inh,FXIa inh,14-3-3 Bad inh,Mdm2 ligase inh
Cc1cc(C)n(/N=C/c2c[nH]c3ccccc23)c(=O)c1C#N,-13,0,-9,8,1,-8,-15,5,-19
Nc1nc(-c2ccccc2)cs1,3,2,-30,-1,-2,11,-5,-6,-13
CCOc1ccccc1N(CC(=O)NC1CCCCC1)C(=O)c1nsc(Cl)c1Cl,-6,-2,2,6,3,-5,2,-4,-9
COC(=O)Cn1c(=NC(=O)C(C)C)sc2c(C)cc(C)cc21,-22,0,5,10,-9,4,0,3,-8
NNc1nc(-c2ccccc2)nc2sc3c(c12)CCCC3,-3,1,-2[fluorescence artefact?],2,-2,7,-3,-4,-39
O=C(COc1ccccc1)c1cn(CC(=O)N2CCCC2)c2ccccc12,19,4,0,.,-1,-2,14,2,2
CC(=C\c1ccco1)/C=C(\C#N)C(=O)NCCc1c[nH]c2ccccc12,-6,2,2,12,6,-15,0,-7,-18
O=C(CC1SC(N2CCCCC2)=NC1=O)Nc1cccc(C(F)(F)F)c1 (stereo not drawn),-1,0,2,24,-1,1,8,3,0
CN(CCCNC(=O)C1CCN(S(=O)(=O)c2cccc3nsnc23)CC1)Cc1ccccc1,30,2,13,2,-4,6,-7,2,-12
O=C(C[n+]1ccccc1)N/N=C/c1ccccc1[N+](=O)[O-],5,0,-1,11,-2,-2,-1,-3,2
CCCCN(C)C(=O)c1nc2ccccn2c1CN1CCN(C(=O)c2cccs2)CC1,.,0,-1,3,-3,.,-4,-7,-13
CCCCn1c(/N=C/c2c[nH]c3ccccc23)nc2ccccc21,2,5,12,17,-4,.,2,7,-5
COc1ccccc1Oc1ccccc1C(=O)O,-23,-1,5[fluorescence artefact?],14,-2,3,-1,3[fluorescence artefact?],-20
COCCN1C(=O)C(=O)/C(=C(/O)c2cccc(OC)c2)C1c1ccc(C)o1 (stereo not drawn),-16,-1,8,19,4,-3,8,37,-15
Cc1ccc(CNC(=O)C2CC(c3ccccc3[N+](=O)[O-])=NO2)cc1 (stereo not drawn),-13,0,10,17,4,2,2,58,1
O=C(NCc1ccc2c(c1)OCO2)c1ccc(NC(=O)C2CCCO2)cc1 (stereo not drawn),-25,2,3[fluorescence artefact?],8,-4,-9,-6,3,3
Cc1c(N2C(=O)CSC2c2ccco2)c(=O)n(-c2ccccc2)n1C (stereo not drawn),4,-2,-1,15,5,20,4,1,-23
C[C@H](NC(=O)Nc1cccc(Br)c1)C(=O)O,1,-1,-5,11,0,-1,1,3,5
Cc1[nH]c(C)c2c(=O)[nH]ncc12,-7,-2,6,5,-1,5,2,0,13
O=c1[nH]nc(Cc2ccccc2)c2ccccc12,-5,0,1,7,2,4,-3,4,-12

(cont.)
SMILES,KLK5 inh,Wee1 stabilizer,eIF4E-4G inh,FXIIa inh 1536,p97 inhibitor,Rad51 HR inh,FXIa inh,14-3-3 Bad inh,Mdm2 ligase inh
CC1CN(CCCCN2C(=O)c3ccccc3C2=O)CC(C)O1 (stereo not drawn),0,-1,4,-7,4,-1,-4,44,-6
Cc1cc(C)cc(C(=O)NC(=S)Nc2ccc(Cc3ccncc3)cc2)c1,-13,2,4[fluorescence artefact?],9,3,.,8,-6,-4
CCn1nc(C(=O)NNC(=O)COc2ccccc2C)c2ccccc2c1=O,-5,1,4[fluorescence artefact?],-2,2,9,-4,7,-13
CC(C)n1cc(/C=C(\C#N)S(=O)(=O)c2ccccc2)c2ccccc21,-1,0,-1,-5,-2,-3,-4,1[fluorescence artefact?],10
CCOC(=O)c1[nH]c(C)c(C(=O)NCc2ccccn2)c1C,5,4,-1,10,-2,2,3,-2,-1
CC/C(=C\C1CCCCC1)C(NP(=O)(c1ccccc1)c1ccccc1)c1ccccc1 (stereo not drawn),-3,-1,2,19,0,2,9,-6[fluorescence artefact?],.
O=C(O)CCCC(=O)Nc1ccc(Br)cc1,-28,-1,-9,7,3,0,3,2,-17
CN(C)S(=O)(=O)c1ccc(/C(O)=C2/C(=O)C(=O)N(Cc3cccnc3)C2c2ccncc2)cc1 (stereo not drawn),2,-1,6,15,-2,-4,2,65,-15
CCC1Oc2ccc(C)cc2N(CC(=O)NCCN2C(C)CCCC2C)C1=O (stereo not drawn),-22,3,-12,7,4,-7,-11,6,-17
CCOc1ccc(CCNC(=O)CSc2cc(=O)n(C)c3ccccc23)cc1OCC,-17,6,-1,10,-3,-3,4,-5,-7
COC(=O)c1sccc1N/N=C(\C)c1ccc(F)c(Cl)c1,10,0,2,16,1,1,10,2,-12
Nc1nnc(CC(=O)N2CCCCC2)s1,0,1,46*,18,2,-4,6,4,-8
O=C(NCc1ccc2c(c1)OCO2)c1ccc(Cl)nc1,3,-1,1,12,5,4,-1,-6,11
CCn1nc(NC(=O)c2ccccc2)c2cc3cccc(C)c3nc21,1,2,-8,1,1,10,7,2,-11
Cc1ccc(S(=O)(=O)N2CCN(C(C)CC(=O)O)CC2)cc1 (stereo not drawn),2,-2,1,12,13,16,0,8,-9
CCCC(=O)Nc1nnc(CCN2CCCCC2)s1,0,-2,2,18,2,-4,13,0,20
O=C(Nc1nc2ccc(S(=O)(=O)N3CCCC3)cc2s1)c1ccccn1,-13,0,6,1,1,2,-3,-17,-16
COc1cc(/C=C/c2sc3ccccc3[n+]2CCCS(=O)(=O)[O-])ccc1O,.,1,0,8,-9,.,4,-27,.
O=C(Nc1cccc2c1CCCC2)c1cc([N+](=O)[O-])cc([N+](=O)[O-])c1,-2,-1,0,18,5,24,9,-1[fluorescence artefact?],1
CCOC(=O)c1oc2cc(O)ccc2c(=O)c1-c1ccc(OC)cc1,-4,0,3,-1,3,5,-2,-13,-7

Sorted by count of non-hydrogen atoms (falling): some entries from above
SMILES,KLK5 inh,Wee1 stabilizer,eIF4E-4G inh,FXIIa inh 1536,p97 inhibitor,Rad51 HR inh,FXIa inh,14-3-3 Bad inh,Mdm2 ligase inh
CN(C)S(=O)(=O)c1ccc(/C(O)=C2/C(=O)C(=O)N(Cc3cccnc3)C2c2ccncc2)cc1 (stereo not drawn),2,-1,6,15,-2,-4,2,65,-15
CC/C(=C\C1CCCCC1)C(NP(=O)(c1ccccc1)c1ccccc1)c1ccccc1 (stereo not drawn),-3,-1,2,19,0,2,9,-6[fluorescence artefact?],.
CCOc1ccc(CCNC(=O)CSc2cc(=O)n(C)c3ccccc23)cc1OCC,-17,6,-1,10,-3,-3,4,-5,-7
CCn1nc(C(=O)NNC(=O)COc2ccccc2C)c2ccccc2c1=O,-5,1,4[fluorescence artefact?],-2,2,9,-4,7,-13
COc1cc(/C=C/c2sc3ccccc3[n+]2CCCS(=O)(=O)[O-])ccc1O,.,1,0,8,-9,.,4,-27,.
O=C(Nc1nc2ccc(S(=O)(=O)N3CCCC3)cc2s1)c1ccccn1,-13,0,6,1,1,2,-3,-17,-16
CCn1nc(NC(=O)c2ccccc2)c2cc3cccc(C)c3nc21,1,2,-8,1,1,10,7,2,-11
CC1CN(CCCCN2C(=O)c3ccccc3C2=O)CC(C)O1 (stereo not drawn),0,-1,4,-7,4,-1,-4,44,-6
CCOC(=O)c1[nH]c(C)c(C(=O)NCc2ccccn2)c1C,5,4,-1,10,-2,2,3,-2,-1
COC(=O)c1sccc1N/N=C(\C)c1ccc(F)c(Cl)c1,10,0,2,16,1,1,10,2,-12
O=C(NCc1ccc2c(c1)OCO2)c1ccc(Cl)nc1,3,-1,1,12,5,4,-1,-6,11
O=C(O)CCCC(=O)Nc1ccc(Br)cc1,-28,-1,-9,7,3,0,3,2,-17
Nc1nnc(CC(=O)N2CCCCC2)s1,0,1,46*,18,2,-4,6,4,-8

Next structures follow:
SMILES,KLK5 inh,Wee1 stabilizer,eIF4E-4G inh,FXIIa inh 1536,p97 inhibitor,Rad51 HR inh,FXIa inh,14-3-3 Bad inh,Mdm2 ligase inh
Cc1ccc(C)c(NC(=O)c2nnn(Cc3ccccc3)c2N)c1,0,-4,1,0,4,2,5,10,10
O=C(N/N=C/c1ccc(Cl)cc1)C(=O)N1CCCCCC1,4,1,-2,6,0,16,1,-11,-18
CCOC(=O)c1[nH]c2ccc(OC)cc2c1NC(=O)CN1CCC2(CC1)OCCO2,-21,1,0,4,0,1,-1,-18,-5
N#Cc1ccc(C(=O)CSc2n[nH]c(=O)n2-c2cccnc2)cc1,-1,-1,5,3,9,-10,2,1,-5
O=c1c(C(c2ccc(O)cc2)c2c(O)nc3n(c2=O)CCS3)c(O)nc2n1CCS2,1,2,9[fluorescence artefact?],11,7,.,11,55[fluorescence artefact?],0
COc1cccc(NC(=O)COc2ccccc2C(N)=O)c1,5,-2,-1[fluorescence artefact?],18,1,-3,3,13[fluorescence artefact?],-34
CN(C)c1ccc(/C=N/NC(=S)NCc2ccco2)cc1,-10,2,-7,11,-4,6,8,-6,-1
O=C(CSc1nc2ccccc2o1)N/N=C/c1ccccc1C(=O)O,1,0,-11,13,0,14,3,3,-5
CC(=O)C1=NOC(CNC(=O)c2c(-c3ccccc3Cl)noc2C)C1 (stereo not drawn),0,-1,-14[fluorescence artefact?],2,0,-7,3,4,-14
c1ccc2c(CN3CCOCC3)c3ccccc3c(CN3CCOCC3)c2c1,-28,2,3[fluorescence artefact?],16,3,0,0,7[fluorescence artefact?],-6
Cc1ccc(C(=O)Cn2c(N3CCOCC3)nc3c2c(=O)n(C)c(=O)n3C)cc1,-6,0,10,16,-4,0,6,8,2
CCOC(=O)C1=C(C)C2C3C(=O)N(c4ccccc4C)C(=O)C3C1(C)C1C(=O)N(c3ccccc3C)C(=O)C21 (stereo not drawn),-11,0,12[fluorescence artefact?],7,-1,6,1,-1,-1
Cc1cc(-c2nc3ccccc3o2)c2ccccc2n1,0,7,5,-10,-1,-5,-3,-5,-5
Cn1c(Cn2c(=O)sc3ccccc32)nnc1SCC(=O)Nc1ccc2c(c1)OCO2,3,-3,-1,-3,2,-6,-11,-2,-9
CCN(CC)S(=O)(=O)c1cccc(C(=O)Nc2ccc(C#N)cc2)c1,3,0,2,11,6,-4,-1,1,-9

Screens: PubChem BioAssay, several laboratories
